Compound activity (PubChem)
M4 ag: human M4 muscarinic receptor agonists, primary screen, CHO-K1 cells, Fluo-8 calcium fluorescence | Muscarinic acetylcholine receptor M4 (Homo sapiens), P08173 | CHO-K1 hM4/Gqi5; vehicle 0%, full acetylcholine response 100% | activation, % at 3 µM | 0.14% of 360,000 active;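 active = activation above the run mean over all test wells plus 3 SD, cut at about 32% in these data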;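 also: peak over basal fluorescence ratio per well then scaled between controls; 0% = DMSO wells and 100% = acetylcholine at EC100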
Target sequence (P08173 whole entry, looked up): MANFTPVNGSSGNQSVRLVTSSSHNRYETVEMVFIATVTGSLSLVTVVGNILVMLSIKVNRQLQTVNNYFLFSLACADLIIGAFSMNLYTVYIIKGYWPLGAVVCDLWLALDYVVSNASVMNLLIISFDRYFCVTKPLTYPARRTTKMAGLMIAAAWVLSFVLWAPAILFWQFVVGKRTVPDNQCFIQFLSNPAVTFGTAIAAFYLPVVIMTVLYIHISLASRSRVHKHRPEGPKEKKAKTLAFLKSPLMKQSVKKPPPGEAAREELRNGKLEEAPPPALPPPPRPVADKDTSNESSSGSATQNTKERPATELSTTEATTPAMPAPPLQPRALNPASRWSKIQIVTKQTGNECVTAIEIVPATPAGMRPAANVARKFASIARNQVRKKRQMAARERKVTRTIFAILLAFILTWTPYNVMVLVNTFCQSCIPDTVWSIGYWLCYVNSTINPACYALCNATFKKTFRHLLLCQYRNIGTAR
TAAR1 agonist: human TAAR1 agonists, primary screen, Fluo-8 calcium fluorescence, CHO RD-HGA16 cells; vehicle wells 0%, saturating PEA agonist 100%; activation, % at 3 µM; 0.99% of 360,000 active; AID 624467, 2012;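 active = activation above the mean activation of all test compounds in the run plus 3 SD, cut at about 38% in these data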
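test system = CHO RD-HGA16 cells carrying human TAAR1 plus Gα16 | schedule = 17-24 h seeding, 75 min 37 °C dye, 30 min RT | compound dosing = 3 µM single concentration | control set = DMSO and PEA EC100 | replicates = n 1 | signal = Fluo-8 fluorescence, 5 s baseline then 140 s kinetic read | measure = percent activation vs PEA EC100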
M4 antag: human M4 muscarinic receptor antagonists, primary screen, CHO cells, Fluo-8 calcium fluorescence; CHO-hM4 cells, ACh EC80; inhibition, % at 3 µM; 0.73% of 360,000 active;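 active = inhibition above its plate's cutoff, the mean inhibition of sample wells plus 3 SD, cut at about 27% in these data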;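 also: 0% = acetylcholine EC80 with DMSO and 100% = DMSO without agonist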
M1 ag: human M1 muscarinic receptor agonists, primary screen, Fluo-8 calcium fluorescence, CHO-K1 cells, HTS; activation, % at 3 µM; CHO-K1 hM1, agonist mode; 0% DMSO, 100% acetylcholine EC100; 0.33% of 360,000 active; AID 588814, 2011;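 active = activation above the run's mean compound activation plus 3 SD, cut at about 16% in these data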;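 also: peak over basal fluorescence ratio within a 140 s kinetic read after compound addition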
M5 antag: human M5 muscarinic receptor antagonists, primary screen, CHO cells, Fluo-8 calcium fluorescence; inhibition, % at 3 µM; AID 624040, 2012; 0.59% of 360,000 active; CHO-hM5 cells, ACh EC80; Muscarinic acetylcholine receptor M5 (Homo sapiens), P08912;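 active = inhibition above a per-plate cutoff, the mean of that plate's test compounds plus 3 SD, cut at about 27% in these data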;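 also: 0% = acetylcholine EC80 with DMSO and 100% = DMSO without agonist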
Target sequence (P08912 whole entry, looked up): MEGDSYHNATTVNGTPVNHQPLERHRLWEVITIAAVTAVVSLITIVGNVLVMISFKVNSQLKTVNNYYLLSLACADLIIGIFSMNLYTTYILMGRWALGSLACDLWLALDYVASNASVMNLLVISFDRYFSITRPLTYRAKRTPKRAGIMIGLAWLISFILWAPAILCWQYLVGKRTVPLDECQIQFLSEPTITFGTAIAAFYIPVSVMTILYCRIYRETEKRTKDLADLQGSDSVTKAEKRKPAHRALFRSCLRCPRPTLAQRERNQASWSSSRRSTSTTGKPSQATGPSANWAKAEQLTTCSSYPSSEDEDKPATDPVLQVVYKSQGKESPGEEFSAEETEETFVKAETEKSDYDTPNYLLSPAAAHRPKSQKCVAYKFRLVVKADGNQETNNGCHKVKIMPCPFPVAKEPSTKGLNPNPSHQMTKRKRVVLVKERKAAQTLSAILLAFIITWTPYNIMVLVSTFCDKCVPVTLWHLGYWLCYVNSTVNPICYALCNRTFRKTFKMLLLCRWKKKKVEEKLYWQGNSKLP
CHRM1 PAM: human M1 muscarinic receptor positive allosteric modulators, primary screen, CHO-K1 cells, Fluo-8 calcium fluorescence, 1536-well | CHO-K1 hM1, ACh EC20; 0% = ACh EC20, 100% = maximal ACh | activation, % at 3 µM | AID 588819, 2011 | 0.088% of 360,000 active | Muscarinic acetylcholine receptor M1 (Homo sapiens), P11229; in the data active = activation above about 19%, passing the limit was not always enough
CHRM5 PAM: human M5 muscarinic receptor positive allosteric modulators, primary screen, CHO-K1 cells, Fluo-8 calcium fluorescence; 0.3% of 360,000 active; AID 624038, 2012; Muscarinic acetylcholine receptor M5 (Homo sapiens), P08912; CHO-K1 hM5, ACh EC20 PAM; 0% = ACh EC20, 100% = ACh EC100; activation, % at 3 µM;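 active = activation above the run cutoff, the mean activation of all test compounds plus 3 SD, cut at about 18% in these data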
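Test system: CHO-K1 hM5 cells / Doses: single-point, 3 µM nominal / Times: Post-acetylcholine fluorescence recording 140 s / Technique: Fluo-8 calcium fluorescence / Measure: Max/basal fluorescence ratio as % of EC20–EC100 ACh window / Benchmarks: low control EC20 acetylcholine (0%), high control EC100 acetylcholine (100%) / Replicates: one well per compound, no replicates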
M5 ag: human M5 muscarinic receptor agonists, primary screen, CHO-K1 cells, Fluo-8 calcium fluorescence. 0.19% of 360,000 active. Muscarinic acetylcholine receptor M5 (Homo sapiens), P08912. CHO-K1 hM5 cells; 0% DMSO wells, 100% maximal acetylcholine response. activation, % at 3 µM;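 active = activation above the run's mean over test compounds plus 3 SD, cut at about 23% in these data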;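 also: signal is peak over basal fluorescence ratio across the kinetic read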
M1 antag: human M1 muscarinic receptor antagonists, primary screen, CHO-K1 cells, Fluo-8 calcium fluorescence, 1536-well. 1.3% of 360,000 active. inhibition, % at 3 µM. Muscarinic acetylcholine receptor M1 (Homo sapiens), P11229. CHO-K1 hM1, ACh EC80 antagonist;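 active = percent inhibition above its own plate's cutoff, namely the mean of that plate's compound wells plus 3 SD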;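 also: peak over basal fluorescence ratio during 140 s after agonist addition; 0% = ACh EC80 plus DMSO and 100% = DMSO alone without agonist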
The depositor's hits bear a star; . = no result given.

Order of results: M4 ag, TAAR1 agonist, M4 antag, M1 ag, M5 antag, CHRM1 PAM, CHRM5 PAM, M5 ag, M1 antag
CCOC(=O)N1CCN(C(=O)CSCC(=O)Nc2nc(-c3ccc(Cl)s3)cs2)CC1
    4, 12, -1, -1, 22, -4, -21, 1, 7
CCc1ccc(C(=O)C(C)OC(=O)c2nc3nc(C)cc(C)n3n2)cc1 (stereo not drawn)
    0, -1, 3, -2, 1, 6, 4, 5, 2
CC1CN(C(=O)c2cc3c(s2)CCC3)CC(C)O1 (stereo not drawn)
    1, 7, -2, -4, 4, 14, 0, 0, -15
O=C(CC1(O)C(=O)Nc2ccccc21)c1cccc(-n2cccc2)c1 (stereo not drawn)
    6, 5, -2, 3, 10, 7, 9, 2, 0
Cc1ccc(/C=C2\SC(=S)N(CCC(=O)NNS(=O)(=O)c3ccccc3)C2=O)cc1
    1, ., 2, -2, -1, 9, 9, -1, -14
CCc1nnc(NC(=O)CSc2nnc(COc3cccc(C)c3)o2)s1
    2, 6, -9, -1, -11, 2, 16, -7, -8
COc1ccc(S(=O)(=O)N2CCCCC2)cc1NS(=O)(=O)c1ccccc1
    2, 10, -7, -2, -12, 9, 17, 7, -13
O=C(/C=C/c1ccco1)OCC1CCCN2CCCCC12 (stereo not drawn)
    1, 1, 0, -13, 11, -31, -7, -9, 23
CCOC(=O)CC1=NN(c2ccccc2)C(=O)/C1=C\c1ccc(OC)cc1OC
    1, 16, -1, -2, 0, 0, 3, 1, 9
COC(=O)C1=C(C)NC(=O)NC1c1ccccc1 (stereo not drawn)
    0, 12, -4, -2, 4, 4, 2, 1, -4
CSc1ccccc1C(=O)Nc1c(C)cccc1C
    2, 2, -10, -3, -9, 6, -2, -4, -5
COC(=O)c1ccc(OCC(O)CN2C(=O)c3ccccc3C2=O)cc1 (stereo not drawn)
    7, 3, -16, -6, 2, 3, -2, -1, -8
CC1(C)Oc2ccccc2OC1(O)c1ccc2ccccc2n1 (stereo not drawn)
    7, 0, -7, -4, 8, -11, -14, 0, 11
CCOc1ccc(S(=O)(=O)N2CCCCC2)cc1NC(=O)Cc1ccsc1
    -1, 0, -8, -4, 6, 3, -3, 4, -2
Cc1csc(NC(=O)Cc2ccccc2[N+](=O)[O-])n1
    1, 4, 3, -3, 6, 5, -3, -1, -6
Cc1cc(C(=O)CSc2ccc(F)cc2)cc(C)c1O
    0, 3, 1, -9, 2, 2, -3, -1, -15
Cc1ccc(-n2nnnc2SCC(=O)NNC(=O)c2ccco2)cc1C
    3, 7, 3, 4, 4, 6, -10, 6, -25
CCc1ccc(S(=O)(=O)Nc2ccncc2)cc1
    1, 2, 6, -6, 2, 3, -1, 0, -3
CCN1CCCC1CNC(=O)C(=O)NC1CC1 (stereo not drawn)
    1, 10, 4, -7, 7, 10, 2, -3, -12
O=C(COC(=O)C1CC1)c1c[nH]c2ccccc12
    0, 4, -2, -4, -4, 7, 5, 1, -14
Cc1ccc(N2CC(C(=O)N3CCC(C(=O)Nc4nncs4)CC3)CC2=O)cc1 (stereo not drawn)
    1, 4, 9, -3, 9, -4, -5, -3, -8
C[C@]12C(=O)N(c3ccc(Br)cc3)C(=O)N1[C@@H]1c3ccccc3OC[C@@H]1[C@H]2c1ccccc1
    3, 1, -13, 2, -2, 2, 10, -2, 6
Cc1ccccc1Nc1nnc(SCC(=O)NC(=O)NCc2ccco2)s1
    -1, 7, 11, -3, -6, 9, 7, 0, -4
N#Cc1ccccc1S(=O)(=O)N1CCN(CC(=O)NC(=O)NC2CCCCC2)CC1
    7, 6, -12, -2, 5, 5, -5, 0, 0
C[C@H](C(=O)O)c1n[nH]c(=O)c2ccccc12
    1, -1, -1, -2, -2, 15, 0, 0, -7
CN(C)CCCn1c2c(c(SCC(=O)Nc3nccs3)nc1=O)CCC2
    0, 0, -1, -7, -2, 1, 3, -5, 2
Cc1cc(/C=C(/C#N)c2nc3ccccc3[nH]2)c(C)n1-c1cccc([N+](=O)[O-])c1
    6, 19, -1, -3, -6, -11, -11, -7, 8
COc1cccc(CN2CCNC(=O)C2CC(=O)N(C)CC2CCOCC2)c1 (stereo not drawn)
    1, 0, -3, -1, -2, -6, 0, -1, 18
CCOC(=O)c1sc2nc(SC)nc(-c3ccccc3)c2c1N
    0, 5, 1, -3, -3, 1, 0, 2, -4
CCN1CCN(CCc2nc3cc(NC(=O)COc4ccc(Cl)cc4)ccc3n2C)CC1
    1, 4, 4, -7, -6, 5, 0, -8, -10
CC1CC(C)CN(C(=O)COC(=O)c2ccc(N3CCCC3=O)cc2)C1 (stereo not drawn)
    3, 8, -7, -3, 12, 10, 0, 2, -13
COc1ccccc1-c1cc(-c2ccccc2)nc(=O)[nH]1
    2, 5, -11, -6, 1, 17, 0, -5, -21
CC(C)N(C)Cc1nnnn1CC(=O)NCc1cc(F)cc(C(F)(F)F)c1
    1, 2, -9, -1, 3, 7, 3, 1, -16
CCCC(c1nnnn1Cc1ccco1)N1CCN(c2cc(Cl)ccc2C)CC1 (stereo not drawn)
    -1, 3, 3, -3, 1, -8, -6, -7, -19
O=C(NCc1cccs1)C1CCN(c2nccs2)CC1
    1, 1, 4, -4, 1, 4, 0, -5, -21
COCCNC(=O)C(OC(=O)c1ccco1)c1ccccc1Cl (stereo not drawn)
    0, -1, -16, 3, 11, 22, -1, -1, -20
CN(CCO)c1cc(N2CCN(C(=O)c3ccco3)CC2)c2nonc2c1[N+](=O)[O-]
    1, 0, 4, -8, 8, 2, -6, -1, -4
CCOC(=O)C1CCCN(C(=O)c2cccc(S(=O)(=O)N(C)c3c(C)n(C)n(-c4ccccc4)c3=O)c2)C1 (stereo not drawn)
    0, 5, 4, 3, -5, 22, 13, -1, -8
CC1CCCCN1C(=O)CSc1nnc(CSc2ncccn2)n1C (stereo not drawn)
    0, 7, -1, -3, 3, 11, 2, 0, -14
CCOC(=O)N1CCC(N(CCN(C)C)C(=S)Nc2cc(C)ccc2C)CC1
    0, 2, 0, -8, 3, -16, -3, -8, 9
O=c1c(-c2cc3ccccc3[nH]2)nc2ccccc2n1C(CCc1ccccc1)c1nc2ccccc2[nH]1 (stereo not drawn)
    2, 2, 1, ., -7, ., -1, 3, .
Cc1ccccc1C(=O)Nc1c(C(=O)N(CCN(C)C)Cc2ccco2)oc2ccccc12
    10, 9, -4, -1, 12, 7, -6, -4, -7
CCOc1ccc(S(=O)(=O)N2CCCC(C(=O)NCc3ccncc3)C2)cc1Cl (stereo not drawn)
    2, 3, -10, -4, 15, 13, -1, -4, -15
CCCCCCC1CCC(C(=O)N2CCOCC2)CC1 (stereo not drawn)
    1, 9, 1, -10, -16, 17, 10, -2, -10
CC(=O)N1CCC(=O)N(C(C)C)c2ccccc21
    1, -3, -8, -1, 4, 9, 3, 1, 1
Cc1nc2ccccc2nc(=O)c1NNc1ccc([N+](=O)[O-])cc1
    10, 4, -9, -6, -2, 0, -4, -1, -5
CCCCNC(=O)/C=C/c1cccs1
    0, 9, 0, -3, 9, 2, -4, -2, 2
CO/N=C(/CNC(=O)c1ccc(Cl)cc1Cl)c1ccc(Cl)cc1
    -3, 3, 8, -3, -1, 7, -4, -3, -2
CCOC(=O)c1cc(OC(=O)c2cccc([N+](=O)[O-])c2)n(-c2ccccc2)n1
    1, 1, 1, -2, -2, 7, 2, 0, -7
Cc1cnc(CN2CCc3c([nH]c4ccccc34)C2C2CCCCC2)[nH]1 (stereo not drawn)
    4, 22, -9, -11, 6, 7, -6, -3, -15
COc1ccc(C2SCCN2C(=S)Nc2ccc(F)cc2)cc1 (stereo not drawn)
    2, 14, -10, -3, 0, 10, -2, 0, -13
O=C(COC(=O)c1ccc([N+](=O)[O-])s1)NC(=O)NCc1ccccc1
    3, 13, 9, -4, 3, -2, -4, 2, 0
NC(N)=NCCCC(NC(=O)c1ccccc1)C(=O)Nc1ccc([N+](=O)[O-])cc1 (stereo not drawn)
    0, 4, -6, -5, 1, 5, -2, -1, -26
C=CCN1C(=O)c2ccccc2Sc2ccc(C(=O)NCC(OC)OC)cc21
    0, 3, 1, -6, 11, 6, -1, -3, -8
CCOc1ccc(CNC(=O)C2CCC(=O)N2C2CCCC2)cc1OC (stereo not drawn)
    1, 0, 1, -7, -9, 9, 9, -3, -8
CC(C)n1cc(CN2CCC(C(=O)Nc3ccc(Oc4ccccc4F)cc3)CC2)cn1
    9, 15, -3, -1, -3, -5, -4, -2, 4
O=S(=O)(Nc1ccc(-n2cccc2)cc1)c1ccc(F)cc1
    1, 8, -28, -7, -14, 4, 10, -1, -12
COC(=O)c1c(NC(=O)CN2CCN(c3ccccc3Cl)CC2)sc(C)c1C
    0, 3, -10, -4, 4, 2, -2, 0, -5
COc1ccccc1C(=O)Nc1cc(C)on1
    1, 3, 8, -5, 4, 6, -2, 0, -8
O=[N+]([O-])c1ccc(OCCOc2ccccc2/C=N/n2cnnc2)cc1
    1, 1, 11, -11, 0, 4, -3, -4, -3

Continued, overlapping the part above by 3 compounds.
Order of results: M4 ag, TAAR1 agonist, M4 antag, M1 ag, M5 antag, CHRM1 PAM, CHRM5 PAM, M5 ag, M1 antag
COC(=O)c1c(NC(=O)CN2CCN(c3ccccc3Cl)CC2)sc(C)c1C
    0, 3, -10, -4, 4, 2, -2, 0, -5
COc1ccccc1C(=O)Nc1cc(C)on1
    1, 3, 8, -5, 4, 6, -2, 0, -8
O=[N+]([O-])c1ccc(OCCOc2ccccc2/C=N/n2cnnc2)cc1
    1, 1, 11, -11, 0, 4, -3, -4, -3
CCOC(=O)c1ccccc1NC(=S)N1CCN(C(=O)c2ccco2)CC1
    10, 16, -2, -3, 9, -2, -10, 2, 0
Cc1nc(C(Cl)(Cl)Cl)nc2[nH]ccc(=O)c12
    3, 1, -9, -8, 2, 12, 2, 0, -5
Cn1ccnc1SCC(=O)c1ccc(O)cc1
    1, 4, -3, -4, 2, 10, 11, -4, -17
Cc1ccccc1NC(=O)C1COc2ccccc2O1 (stereo not drawn)
    -1, 0, -7, -5, 6, 2, -4, -3, -8
CC(=O)c1cccc(-c2ccc3c(c2)C(C)(Cc2ccccc2F)C(=O)N3)c1 (stereo not drawn)
    6, 0, 16, -1, 15, -9, -11, 0, 15
COC(=O)[C@H](C)NC(=O)NC1CCN(Cc2ccccc2)CC1
    1, 2, -7, -8, 3, 8, 6, -2, -5
Cc1cc(C)nc(SCNC(=O)c2ccccc2)n1
    1, 7, -11, -4, -10, 5, -1, 2, -5
CCN1C(=O)C(C(=O)NC(C)c2ccccc2)C2CC1(C)Oc1ccccc12 (stereo not drawn)
    0, 0, 10, -10, 2, 9, -4, -2, -3
COc1ccc(NS(=O)(=O)c2cccc(C(=O)NNC(=O)CNC(=O)c3ccc(C)cc3)c2)cc1
    0, 1, -7, -3, 4, 5, -3, 0, -4

Only part of the results is shown (hit frequency here may not be typical).
